Screening results: PubChem, several laboratories
S1P4 antagonist: antagonists of human S1P4 receptor. O95977. S1P4-expressing cells, antagonist mode, reporter read-out. inhibition, % at 4.98 µM. hit rate 0.26% among 220,000; in the data active = inhibition above about 29%;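 also: 0% = wells stimulated with agonist and 100% = vehicle wells without agonist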
NPY Y1 blocker: antagonists of human neuropeptide Y receptor Y1. P25929. HEK293-CNG Y1 cells, membrane potential fluorescence; NPY at EC95, then isoproterenol. inhibition, % at 3.6 µM. hit rate 1% among 200,000. AID 1040;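 active = inhibition above the campaign mean inhibition of all tested compounds plus 3 SD, cut at about 20% in these data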;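 also: 0% = DMSO wells given NPY plus isoproterenol and 100% = isoproterenol alone without NPY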
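Material: Y1- and CNG-channel-expressing HEK293 cells / Probe or stimulus: NPY 25 nM then isoproterenol 1 µM plus Ro 20-1724 25 µM / Doses: 3.6 µM single dose, DMSO 0.4% / Schedule: compound incubation 1 h at room temperature, readout 45 min post-stimulation / Signal: membrane potential fluorescence / Benchmarks: isoproterenol-only wells as full block versus NPY-plus-isoproterenol wells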
NPY1 pot ag: potentiates or activates human NPY-Y1 receptor. hit rate 0.37% among 220,000. NPY-Y1 expressing cells, potentiator/agonist activation. activation, % at 3.6 µM; in the data active = activation above about 33%, passing the limit was not always enough;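 also: cells stimulated with NPY at EC10 then isoproterenol at EC100; 0% = low agonist plus stimulus and 100% = saturating agonist plus stimulus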
S1P4 agonist: agonists of human S1P4 receptor | O95977 | S1P4-expressing cell line, agonist reporter assay | activation, % at 4.98 µM | hit rate 0.35% among 220,000 | AID 1509; in the data active = activation above about 11%;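 also: 0% = DMSO vehicle and 100% = reference agonist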
TRPML3 ag: agonists of human TRPML3 channel; Q8TDD5; HEK293 TRPML3-YFP, Fluo-8 calcium fluorescence; 100% = the carbachol control signal; activation, % at 3 µM; hit rate 0.29% among 220,000;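 active = activation above its plate's cutoff, the mean activation of the plate's test wells plus 3 SD, cut at about 12% in these data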;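 also: 0% = DMSO only wells and 100% = carbachol wells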
Target sequence (Q8TDD5 whole entry, looked up): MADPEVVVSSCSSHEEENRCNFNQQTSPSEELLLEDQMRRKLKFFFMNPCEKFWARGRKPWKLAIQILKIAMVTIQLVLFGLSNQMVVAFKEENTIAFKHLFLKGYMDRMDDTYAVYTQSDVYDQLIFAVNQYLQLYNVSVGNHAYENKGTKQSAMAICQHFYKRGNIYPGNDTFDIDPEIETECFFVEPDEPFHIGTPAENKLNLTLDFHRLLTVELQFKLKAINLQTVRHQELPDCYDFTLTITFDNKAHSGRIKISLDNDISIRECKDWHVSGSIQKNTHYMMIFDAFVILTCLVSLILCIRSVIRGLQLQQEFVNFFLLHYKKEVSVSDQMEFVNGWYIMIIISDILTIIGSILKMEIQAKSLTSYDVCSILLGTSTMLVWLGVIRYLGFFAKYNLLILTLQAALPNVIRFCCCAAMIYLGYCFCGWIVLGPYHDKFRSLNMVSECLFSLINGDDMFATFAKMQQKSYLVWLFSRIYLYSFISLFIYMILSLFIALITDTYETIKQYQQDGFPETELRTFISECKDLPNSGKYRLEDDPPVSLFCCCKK
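Material: TRPML3-YFP stable HEK293 cells | Dosing: One concentration, 3 µM nominal, 0.3% DMSO | Timing: 125 s total fluorescence read per well | Technique: Fluo-8 calcium dye fluorescence, ex 470-495, em 515-575 nm | Measure: Percent activation from peak-to-basal fluorescence ratio, scaled between DMSO and carbachol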
zfTRPN1 agonist: activates the zebrafish TRPN1 channel; HEK293 zebrafish TRPN1-YFP, Fluo-8 calcium fluorescence; 100% = response to 87 µM carbachol; activation, % at 3 µM; hit rate 0.18% among 220,000; AID 1424;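 active = activation above its plate's cutoff, the mean activation of test wells on that plate plus 3 SD, cut at about 19% in these data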;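 also: 0% = DMSO alone and 100% = 87 µM carbachol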
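Material: zebrafish TRPN1-YFP in HEK293 cells; Doses: single test compound dose, 3 µM nominal, 0.3% DMSO; Timing: dye loading 1 h at 37 °C, then 30 min room temperature; Technique: intracellular calcium fluorescence with Fluo-8; Benchmarks: high carbachol 87 µM, low DMSO alone.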
CHOP inh: CHOP inhibition in unfolded protein response. inhibition, % at 10 µM. CHO-K1 CHOP-promoter luciferase, tunicamycin-induced, 15-18 h. hit rate 3.8% among 220,000;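 active = compounds that reduced the stress-induced luciferase reporter signal by more than about 70% of percent inhibition, limit read from the data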;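 also: 0% = tunicamycin plus vehicle and 100% = wells without tunicamycin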
EP2 modulator: modulates human prostaglandin E2 receptor EP2 signaling. P43116. hit rate 0.83% among 260,000. EP2-expressing cells, cAMP HTRF FRET, PGE2 co-stimulation. induction, % at 25 µM;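 active = compounds whose cAMP rise, as percent of the full-agonist control response, exceeds 60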;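 also: rat C6 glioma line stably carrying human EP2 under a CMV promoter; the protocol text gives 20 µM as final concentration; 100% = response of wells given 1 µM PGE2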
NPY-Y2 PAM-ag: potentiators or agonists of human neuropeptide Y receptor Y2; AID 1359; P49146; activation, % at 3.6 µM; hit rate 0.45% among 220,000; cells expressing NPY-Y2, potentiator/agonist read-out; in the data active = activation above about 27%;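 also: cells stimulated with NPY near EC25 plus isoproterenol at EC100; 0% = vehicle plus submaximal agonist and 100% = vehicle plus saturating agonist; some results beyond the cut were filed as inactive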
Target sequence (P49146 whole entry, looked up): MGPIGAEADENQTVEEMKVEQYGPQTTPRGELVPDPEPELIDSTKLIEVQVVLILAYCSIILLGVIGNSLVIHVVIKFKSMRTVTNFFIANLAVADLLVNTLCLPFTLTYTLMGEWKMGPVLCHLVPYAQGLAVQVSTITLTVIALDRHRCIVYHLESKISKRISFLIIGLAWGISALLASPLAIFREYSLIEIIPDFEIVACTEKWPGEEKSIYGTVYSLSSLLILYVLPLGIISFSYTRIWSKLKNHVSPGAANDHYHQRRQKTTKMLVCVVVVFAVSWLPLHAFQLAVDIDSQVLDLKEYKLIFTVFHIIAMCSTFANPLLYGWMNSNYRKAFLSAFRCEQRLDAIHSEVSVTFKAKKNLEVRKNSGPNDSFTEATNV
Active calls of the source: *; . = no result given; & = joins results of further samples.

compound	S1P4 antagonist	NPY Y1 blocker	NPY1 pot ag	S1P4 agonist	TRPML3 ag	zfTRPN1 agonist	CHOP inh	EP2 modulator	NPY-Y2 PAM-ag
CC(C)Cn1c(=O)[nH]c2ccccc21	-11	-7	10	0.5	0.8	0.6	16	28	4
O=c1[nH]c2ccc(NS(=O)(=O)c3ccc([N+](=O)[O-])cc3)cc2[nH]1	7	0	-6	1.6	1.5	-0.1	13	-3	5
CN(C)S(=O)(=O)N1CCN(S(=O)(=O)c2ccc3ccccc3c2)CC1	7	-4	-15	-1.9	1.3	1.6	16	-14	-3
Cc1nn(C)c(C)c1NS(=O)(=O)c1ccccc1	-2	-1	0	1.2	-0.4	0.7	9	1	-3
O=S(=O)(c1ccccc1)N1CCCC1c1cccs1 (stereo not drawn)	13	.	6	-0.4	0.3	-2.3	12	3	-7
O=c1cc(CN2CCN(c3ccc(O)cc3)CC2)nc2scc(-c3ccccc3)n12	-23	5	2	2.4	1.4	1.2	-16	1	-5
CCCc1cc(=O)[nH]c(SCC(=O)Nc2sc3c(c2C#N)CCC(C)C3)n1 (stereo not drawn)	-17	-2	7	0.9	-0.8	0.6	1	37	11
CCOP(=O)(c1ccccc1)c1nc(-c2ccc(F)cc2)oc1N1CCCCC1 (stereo not drawn)	8	-1	13	0.3	-0.8	-1.7	37	9	27
O=C1CSC2=NCN(c3ccc4c(c3)OCO4)CN12	-2	1	-8	2.2	0.4	0.9	94*	-19	-30
O=C(NCc1ccco1)/C(=C\c1cccs1)NC(=O)c1cccs1	-5	-2	13	-0.6	1.6	0.3	6	20	14
O=C(Nc1ccc2c(c1)CCC2)c1c(F)cccc1Cl	-15	5	6	-2.0	-0.8	-4.0	-12	-46	-7
COc1ccc(NC(=O)c2ccc(-c3ccc([N+](=O)[O-])cc3)o2)cc1	-2	7	-5	-0.6	0.1	1.6	12	-62	-11
COCCN=c1scc(-c2ccc3c(c2)NC(=O)CO3)n1/N=C(\C)c1ccc(O)cc1	4	.	-9	-1.1	1.2	2.3	-4	-11	-16
Cc1ccc(CNC(=O)c2oc3ccc(S(=O)(=O)N4CCC5(CC4)OCCO5)cc3c2C)cc1	-9	0	12	-0.4	0.4	1.2	14	11	-1
CC(=O)Nc1ccc(Oc2cnc3ccccc3n2)cc1	-22	-4	-3	1.5	0.7	1.2	12	0	0
COC(=O)c1c(NC(=O)CN2CCC3(O)CCCCC3C2c2cc(OC)ccc2OC)sc(C)c1C (stereo not drawn)	-2	5	-28	0.4	0.0	0.7	46	22	6
CCn1c(O)c(/C=N/N=C/c2ccc(OC)cc2)c2cc(C3=NNC(=O)CC3)ccc21	6	.	16	0.3	1.0	2.3	-3	-32	-20
Cc1nnc(Sc2cc(NCCO)c([N+](=O)[O-])c3nonc23)s1	12	6	5	0.8	0.1	0.7	98*	-69	1
CCOC(=O)c1c(C)nc(C)c(C(=O)OCC)c1-c1cccc(N)c1	-2	-2	0	0.0	0.8	-0.7	8	1	-12
COCCn1c(N)c(C(=O)NS(=O)(=O)c2ccc(C)cc2)c(=O)[nH]c1=O	-15	2	-8	-0.1	0.9	1.9	2	20	-11
Cc1cccc(NC(=O)c2c(C)cc(=O)oc2C)n1	-6	-7	5	2.0	0.2	1.6	11	-4	5
Cc1cccc(C)c1OCC(=O)Nc1nnc(C2CCCO2)s1 (stereo not drawn)	-10	6	-16	0.7	0.9	0.7	8	9	-10
Cc1cccc(NC(=O)CN2C(=O)N/C(=C/c3cc(C)n(C(C)C)c3C)C2=O)c1	6	0	0	-3.4	0.5	-0.6	70	0	8
O=C(C1CCN(S(=O)(=O)N2CCOCC2)CC1)N1CCN(Cc2ccc3c(c2)OCO3)CC1	-18	0	8	-2.2	1.1	2.5	-9	8	16
CC(=O)Nc1ccc(/C(C)=N/Nc2nc(N3CCOCC3)nc(N3CCOCC3)n2)cc1	-3	-8	3	0.7	0.3	-0.1	-16	-1	-15
O=C(N/N=C/c1ccc2cccc(OCc3ccccc3)c2n1)c1ccc(Br)cc1	-15	13	-43	1.4	-0.7	-1.8	31	-79	-32
CCCOc1cccc(C(=O)Nc2cccnc2)c1	-9	-8	23	1.4	0.3	-0.5	5	21	-6
Cc1ccc(C(=O)Nc2ccc(F)cc2F)o1	4	-2	0	0.8	0.8	-0.2	38	-2	-18
O=C(O)c1ccc2c(c1)CCCN2	-9	.	9	-0.4	0.7	1.8	-10	16	10
Cc1c(N2C(=O)c3ccccc3C2=O)c(=O)n(-c2ccccc2)n1C	-1	7	28	0.4	0.3	1.6	-12	5	15
O=c1cc(-c2ccc([N+](=O)[O-])cc2)c2ccc(O)cc2o1	-7	2	18	12*	1.0	0.4	27	2	5
CCCCCCC(=O)N=Nc1c(O)[nH]c2ccc([N+](=O)[O-])cc12	-25	3	0	0.0	0.4	1.4	10	-13	7
CCOC(=O)c1c(N)sc2c1CCCC2	-13	3	2	1.3	0.3	0.4	18	29	3
COc1ccccc1-c1nc(C#N)c(N2CCc3ccccc3C2)o1	0	13	-27	0.5	-0.7	-0.7	-3	44	-27
O=Cc1cn(CCC(=O)O)nc1-c1cc2ccccc2o1	2	0	2	-0.5	0.9	-0.8	16	13	-4
CN(CC(=O)N1CCN(c2ccccn2)CC1)S(=O)(=O)c1ccc2ccccc2c1	-22	9	-28	-1.5	1.1	0.0	26	-38	-34
CCc1cc(C=C(Cl)Cl)oc(=O)c1C	0	8	6	-0.5	-0.9	-1.5	20	16	-1
CCOc1ccccc1OCCOCCN1CC(C)OC(C)C1 (stereo not drawn)	-26	-4	-15	1.2	0.0	-0.1	33	5	8
Cc1ccc(NC(=O)n2ccc(-c3ccc(-n4ccnc4)cc3)n2)cc1	-13	-4	2	2.6	0.2	1.6	-14	-82	-1
Cc1cc(NC(=O)c2cc(-c3ccccn3)nc3ccccc23)no1	-8	3	3	0.4	0.7	1.0	-7	24	8
O=c1[nH]c2c(s1)C(c1ccco1)C1C3CCC(C3)C1S2 (stereo not drawn)	-4	-2	2	0.8	-0.1	-0.9	10	21	-1
COC(=O)c1c(NC(=O)Cc2cccs2)sc(C)c1C	-14	4	-40	0.1	-0.4	-1.8	23	56	-8
COC(=O)c1cnc(NNS(=O)(=O)c2ccc(C(F)(F)F)cc2)nc1C(F)(F)F	5	.	-3	0.5	0.1	1.7	25	-17	-18
CCOC(=O)C(=O)Nc1ccccc1C(=O)NCc1ccccc1	3	6	7	0.2	0.2	2.2	17	24	16
O=C(Oc1ccc2c(=O)c(Oc3ccc4ccccc4c3)coc2c1)c1cccnc1	-32	-6	16	0.8	0.4	2.2	43	-13	2
CCN(CC)S(=O)(=O)c1ccc(OC)c(NC(=O)c2cc(C)on2)c1	-20	1	0	-0.1	0.3	0.5	1	6	5
CC(C(=O)Nc1nncs1)N1C(=O)C2C3C=CC(C3)C2C1=O (stereo not drawn)	17	2	3	5.0	-0.3	-0.8	12	14	8
COc1cc(NC(=S)NCc2cccnc2)cc(OC)c1OC	2	-2	8	-0.5	-0.2	-0.7	11	-8	-12
O=C(c1ccccc1F)N1CCN(S(=O)(=O)c2ccc3c(c2)OCCO3)CC1	-15	8	-1	0.4	1.1	1.4	32	-36	0
CN(C(=O)c1cc2c(s1)-c1ccccc1S(=O)(=O)C2)c1ccccc1	-12	.	-17	0.5	-0.6	0.0	-15	-18	-22
O=C(c1ccco1)N1CCN(c2nc(C3CC3)nc3sc4c(c23)CCCC4)CC1	15	1	-58	-2.2	-0.3	0.3	53	38	-18
O=C(COC(=O)c1cnccn1)c1ccc(Br)cc1	-2	-2	-5	0.3	0.3	0.7	15	31	-21
CCOc1ccc(/C=N/Nc2nc(N3CCCC3)nc(N3CCCC3)n2)cc1OC	-5	15	8	-0.1	-0.1	-0.9	-9	-8	2
NC(=O)c1c(NC(=O)C2CCCO2)sc2c1CCCCC2 (stereo not drawn)	9	0	20	1.8	0.4	-0.3	10	-22	0
CCN(CC)CCn1c(NCc2ccco2)nc2ccccc21	5	3	-21	-1.1	0.3	1.2	-3	22	-6
O=C(CSc1nnc(-c2ccco2)n1Cc1ccco1)N1CCOCC1	-20	-5	18	1.1	0.8	-0.9	12	7	20
COc1ccc(/C=C/C(=O)NCc2cn(C)nc2C)cc1COc1ccc(Br)cc1	-33	3	27	-0.5	0.5	1.8	41	-45	-22
CC(C)Sc1nc2c(cnn2-c2ccccc2)c(=O)[nH]1	-2	-4	0	-0.3	-0.6	-0.6	72*	36	18
Nc1nc(N)c(Cc2ccc(Cl)cc2Cl)c(N)n1	6	0	-15	-0.3	0.0	4.7	7	-34	0
O=[N+]([O-])c1cc2cccnc2c2ncccc12	3	.	13	-1.0	1.2	1.1	10	-24	2

More records follow:
compound	S1P4 antagonist	NPY Y1 blocker	NPY1 pot ag	S1P4 agonist	TRPML3 ag	zfTRPN1 agonist	CHOP inh	EP2 modulator	NPY-Y2 PAM-ag
CC(C)CN(C)C(=O)CC1C(=O)NCCN1C (stereo not drawn)	-8	-3	11	0.6	0.2	0.6	-6	9	4
C[n+]1ccccc1/C=N/O	-12&-6	3&4	-7&0	0.8&1.1	0.8&0.6	0.3&0.1	12&10	20&14&-14	11&16
C=CCn1c(SCc2nc3scc(-c4ccccc4)c3c(=O)[nH]2)nnc1-c1ccccc1F	-9	5	-5	-1.2	0.3	-1.3	20	35	-6
O=C(CSc1nnc(-c2cccs2)n1Cc1ccco1)Nc1ccc2c(c1)OCO2	-18	-1	10	0.5	-1.6	-0.8	46	25	6
Cn1c(OCc2cccnc2)nc2c1c(=O)n(Cc1ccc(Cl)cc1)c(=O)n2C	7	-4	1	-1.9	0.4	1.2	.	.	0
O=C(NCC1CCCO1)c1onc(CSc2cccc(Cl)c2)c1C(=O)O (stereo not drawn)	2	11	-33	-1.8	0.4	0.1	26	11	-25
CCOC(=O)c1oc2ccc(S(=O)(=O)Nc3ccc4c(c3)n(C)c(=O)n4C)cc2c1C	-5	-2	-2	1.8	3.6	7.2	.	-19	13
Cn1c(C(=O)N2CCN(Cc3ccc4c(c3)OCO4)CC2)cc2sccc21	-5	1	2	1.7	0.7	1.1	31	-30	4
